GRK2 inh – blocks RNA aptamer binding to human GRK2 | P25098 | bead flow cytometry, FAM-aptamer displacement from GRK2 | inhibition of aptamer binding, % at 10 µM | actives 0.59% (n = 330,000) | AID 488847;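 active means inhibition of aptamer binding above 40%, roughly 3 SD of noise, on plates passing a quality check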;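 further: median bead fluorescence of bound FAM aptamer so fluorescent compounds give negative values; no value below 0 was filed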
LAP4 TOR yeast – yeast TOR pathway LAP4-GFP modulation. S. cerevisiae LAP4-GFP multiplex, flow cytometry GFP, 3 h; median GFP as percent of DMSO wells. GFP response vs DMSO, % at 10 µM. actives 0.34% (n = 320,000);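 active means GFP response vs DMSO above a set limit, about the screen mean plus 3 SD, cut at about 150% in these data; inconclusive means under 70 cell events counted for the yeast strain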
VLA-4 inh – inhibition in a human VLA-4 binding assay; P13612; actives 0.2% (n = 330,000); AID 2557; inhibition, % (about 7 µM as worked out from the volumes in the protocol); VLA-4 expressing cells, ligand binding flow cytometry; in the data active means inhibition above about 50%
Target sequence (P13612 whole entry, looked up): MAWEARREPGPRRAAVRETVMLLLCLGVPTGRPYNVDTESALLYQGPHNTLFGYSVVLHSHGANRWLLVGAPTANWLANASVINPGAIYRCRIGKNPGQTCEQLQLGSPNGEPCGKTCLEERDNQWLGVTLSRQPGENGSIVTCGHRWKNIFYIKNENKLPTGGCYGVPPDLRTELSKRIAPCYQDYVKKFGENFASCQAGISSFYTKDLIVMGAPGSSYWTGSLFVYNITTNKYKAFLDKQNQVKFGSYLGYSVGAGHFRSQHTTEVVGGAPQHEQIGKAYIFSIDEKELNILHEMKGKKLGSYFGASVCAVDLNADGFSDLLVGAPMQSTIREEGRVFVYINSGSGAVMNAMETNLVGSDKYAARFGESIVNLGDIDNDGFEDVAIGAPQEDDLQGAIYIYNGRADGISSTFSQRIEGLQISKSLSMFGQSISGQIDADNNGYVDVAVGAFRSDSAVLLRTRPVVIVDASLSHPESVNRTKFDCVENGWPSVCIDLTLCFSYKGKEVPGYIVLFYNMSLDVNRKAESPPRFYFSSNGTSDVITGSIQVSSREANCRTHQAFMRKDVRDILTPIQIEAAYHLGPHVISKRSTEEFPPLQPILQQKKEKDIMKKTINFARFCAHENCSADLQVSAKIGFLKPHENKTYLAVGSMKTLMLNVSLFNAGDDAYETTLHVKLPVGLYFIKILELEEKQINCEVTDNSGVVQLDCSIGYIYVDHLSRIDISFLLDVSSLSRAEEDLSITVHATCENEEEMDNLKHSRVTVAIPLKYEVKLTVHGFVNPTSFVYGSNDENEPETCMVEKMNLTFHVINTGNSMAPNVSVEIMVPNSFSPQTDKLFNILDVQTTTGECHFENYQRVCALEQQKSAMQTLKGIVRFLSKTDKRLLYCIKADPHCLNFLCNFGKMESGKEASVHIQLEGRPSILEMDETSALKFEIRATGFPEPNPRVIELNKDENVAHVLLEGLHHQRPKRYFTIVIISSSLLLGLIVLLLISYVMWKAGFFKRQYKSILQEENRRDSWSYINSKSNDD
AGP1 TOR yeast – alters AGP1-GFP fluorescence in TOR pathway yeast screen; GFP response vs DMSO, % at 10 µM; S. cerevisiae AGP1-GFP multiplex flow cytometry, 3 h; GFP as percent of DMSO wells; AID 2066; actives 0.02% (n = 320,000);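 active means GFP response relative to DMSO above a set limit, near screen average plus 3 SD, cut at about 150% in these data; inconclusive means fewer than 70 cells counted for the yeast strain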;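 further: median GFP channel fluorescence of the gated AGP1 strain per well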
MEP2-GFP yeast – yeast TOR pathway MEP2-GFP modulation; AID 2016; GFP response vs DMSO, % at 10 µM; actives 0.51% (n = 330,000); S. cerevisiae MEP2-GFP strain, flow cytometry GFP, 3 h; 100% = DMSO control level;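 active means GFP response versus DMSO above a set limit, roughly screen mean plus 3 SD, cut at about 180% in these data; inconclusive means fewer than 70 cells counted for a yeast strain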;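 further: median GFP fluorescence of the barcode-gated MEP2-GFP cells per well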
RPL19A-GFP yeast – modulators of TOR pathway RPL19A-GFP in S. cerevisiae. S. cerevisiae RPL19A-GFP strain, flow cytometry, 3 h; hits give low values. percent response vs DMSO, % at 10 µM. actives 0.3% (n = 330,000);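 active means percent response vs DMSO below 50%; inconclusive means fewer than 70 events counted for the yeast strain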;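 further: median channel GFP fluorescence of the barcoded RPL19A-GFP strain; ratio of sample median GFP to plate DMSO average so 100% = DMSO; lower means less RPL19A-GFP as with rapamycin TOR inhibition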
JMJD2C inh – blocks human GASC-1 demethylase activity. actives 0.069% (n = 330,000). GST-JMJD2C(1-420) H3K9me3 demethylation, DELFIA europium. inhibition, % at 2.35 µM;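 active means more than half of a compound's replicate wells show inhibition beyond 50%, single wells judged on their own value; inconclusive means some, but no more than half, of replicates pass 50% inhibition; inactive means no replicate passes 50% inhibition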;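 further: signal counts dimethyl H3K9 product captured on neutravidin plate; 0% = median of DMSO wells and 100% = 0.3 times that DMSO median; strong numbers were not always called active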
CIT2 TOR yeast – modulators of TOR pathway CIT2-GFP in S. cerevisiae | actives 0.065% (n = 320,000) | S. cerevisiae CIT2-GFP strain, flow cytometry, 3 h; 100 means same as DMSO wells | GFP response vs DMSO, % at 10 µM;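 active means GFP response relative to DMSO above a set limit, near the screen mean plus 3 SD, cut at about 150% in these data; inconclusive means Fewer than 70 cells measured for a yeast strain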;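 further: ratio of well median GFP fluorescence to mean of DMSO wells on the plate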
An asterisk follows results filed as active; ? = inconclusive; . = not tested or not shown; [ ] = another dose, or the depositor's remark.

SMILES	GRK2 inh	LAP4 TOR yeast	VLA-4 inh	AGP1 TOR yeast	MEP2-GFP yeast	RPL19A-GFP yeast	JMJD2C inh	CIT2 TOR yeast
CC(=O)NC(CCS(C)(=O)=O)C(=O)Nc1ccc2c(c1)OCCO2 (stereo not drawn)	0	102	8	103	102	101	-3	103
COc1cccc(N2CCN(C(=O)CCC(=O)N3CCOc4ccc(C)cc43)CC2)c1	3	98	-31	98	95	95	-1	102
CCOC(=O)N1CCN(C(=O)c2cc3c(=O)n4cccc(C)c4nc3s2)CC1	1	102	5	100	100	101	-6	98
O=C(Cc1c[nH]c2ccccc12)NCC(=O)Nc1ccc(F)c(F)c1F	9	100	7	99	101	97	.	92
COc1ccc(CN2CCN(C(C)C(=O)N3CCc4ccccc43)CC2)cc1OC (stereo not drawn)	0	84	-5	87	93	91	6	91
COc1cccc(NC(=O)N2CCN(c3nc(-c4cccc(OC)c4)cs3)CC2)c1	2	112	-3	97	101	98	9	90
CSCCC(NS(=O)(=O)c1ccc2c(c1)oc(=O)n2C)C(=O)NC1CCCCC1 (stereo not drawn)	0	90	0	89	97	93	-9	85
O=C(CCN1C(=O)C2C3CCC(C3)C2C1=O)Nc1ccc(Br)cc1 (stereo not drawn)	0	101	0	106	106	106	1	111
C/C(=N\Nc1cc(Cl)nc(C)n1)c1ccccc1	0	93	12	87	97	93	-13	98
CCOc1ccc(OCCC(=O)NNC(=O)c2nn(C)c(=O)c3ccccc23)cc1	8	96	6	104	116	105	5	.
COCCCNC(=S)NNC(=O)c1cc(Cl)c(O)c(Cl)c1	0	104	10	112	103	104	5	103
CCCCn1c(N)c(N(CCOC)C(=O)c2cc(-c3ccncc3)nc3ccccc23)c(=O)[nH]c1=O	0	70	7	85	104	111	40	110
Cc1ccc(NC(=O)c2cccc(OCc3c(C)noc3C)c2)cc1	2	101	-4	99	102	96	6	98
CSc1nc(Nc2ccc(Cl)cc2)c(C#N)c(=O)[nH]1	3	101	6	97	110	105	5	104
Cc1nc(NS(=O)(=O)c2ccccc2)sc1NC(=O)Nc1ccccc1	2	107	11	106	104	104	-13	104
CCCC[n+]1ccn(-c2nc3ccccc3nc2[N-]S(=O)(=O)c2cccs2)c1	0	103	1	99	92	93	2	90
Cn1c(N)c(C(=O)COC(=O)c2ccco2)c(=O)n(C)c1=O	1	97	1	97	98	95	2	94
CCOC(=O)CN1C(=O)/C(=C/c2c(F)cccc2Cl)Oc2ccccc21	2	87	0	101	97	110	-1	103
O=C(NCc1ccccc1)C1=C[C@H](c2ccc(Br)cc2)C[C@H](OCCCCO)O1	0	128	18	79	97	101	5	70
COc1cccc2sc(/N=C/N(C)C)nc12	0	104	5	99	89	91	-11	103
CCc1ccc(OCCNC(=O)c2ccco2)cc1	5	110	6	99	106	103	-1	96
COC(=O)C1(C)NC(c2cccs2)C2C(=O)N(c3ccc(F)cc3)C(=O)C21 (stereo not drawn)	1	100	4	102	108	100	-10	97
Cc1cc(=O)n2c(n1)NC(=NCc1ccccc1)NC2c1ccccc1 (stereo not drawn)	0	115	16	107	105	99	16	91
COC(=O)c1ccc(COC(=O)CNC(=O)C2CCCCC2)cc1	3	92	-10	100	93	98	-6	102
COC(=O)C1=C(C(=O)OC)[C@@H]2Nc3ccccc3[C@@]23C[C@@H](C(=O)OC)N(C(=O)c2cccs2)C3=N1	0	123	1	86	90	100	11	101

Continued.
SMILES	GRK2 inh	LAP4 TOR yeast	VLA-4 inh	AGP1 TOR yeast	MEP2-GFP yeast	RPL19A-GFP yeast	JMJD2C inh	CIT2 TOR yeast
S=c1[nH]nc(-c2cnccn2)n1-c1ccccc1	3	88	-5	.	94	91	9	95
COCC(C)OC(=O)C(C#N)c1nc2ccccc2nc1N1CCN(Cc2ccccc2)CC1 (stereo not drawn)	4	90	0	92	93	93	27	99
CC1CC(C)(C)NC(C)c2ccccc21 (stereo not drawn)	0	97	9	102	99	100	0	95
O=C(NC1(C(F)(F)F)C(=O)Nc2c1c(=O)[nH]c(=O)n2Cc1ccco1)C1CC1 (stereo not drawn)	1	100	-13	102	103	98	100	100
Cc1ccccc1N1CCN(c2ncnc3scc(-c4cccs4)c23)CC1	1	95	-2	101	96	101	-6	94
CCCn1c(NC(=S)Nc2ccccc2)nc2ccccc21	0	101	-3	99	101	105	-11	102
O=C(Oc1cccc(Cl)c1)N1CCOCC1	2	80	4	83	93	103	-12	104
CN(Cc1ccco1)C(=O)c1c[nH]c2ccc(S(=O)(=O)Nc3ccc4c(c3)OCCO4)cc2c1=O	17	95	-6	106	102	115	-37	114
O=C(Cc1cccc2ccccc12)Nc1ccc(-c2cc3ccccc3oc2=O)cc1	0	101	10	104	103	94	5	102
O=C(Cn1c(CO)nc2ccccc21)NCCc1ccc(F)cc1	0	101	2	104	102	105	-4	108
CN(Cc1ccccc1)S(=O)(=O)CCNC(=O)c1ccc2c(c1)OCO2	2	109	8	105	100	101	-10	106
Cn1cnc(S(=O)(=O)NCc2cccs2)c1	0	97	-8	108	93	99	-8	109
Cc1ccc(Oc2coc3cc(O)ccc3c2=O)cc1	0	94	-3	92	97	98	3	94
CCC(C)NC(=O)c1ccc(C2SCC(=O)N2Cc2ccccc2)cc1 (stereo not drawn)	7	100	6	99	99	94	11	97
COc1ccc(-c2cc(C(F)(F)F)nc(N3CCN(C)CC3)n2)cc1OC	1	.	7	99	94	94	-2	90
CCCCCn1nc(C)c(/C=N/NC(=O)c2ccoc2C)c1C	0	103	-7	102	104	100	-3	102
CN(CC(=O)Nc1cccc(F)c1)CC(=O)Nc1ccccc1Oc1ccccc1	3	97	2	97	97	105	-6	97
O=S1(=O)Nc2c(ccc3cccnc23)-c2ccccc21	0	240*	21	97	116	92	-16	81
CCOC(=O)c1cnc2c(c(C)nn2CC)c1NC1CC1	2	102	2	94	94	95	9	87
COC(=O)c1sccc1NC(=O)CSc1ccc(Cl)cc1	0	110	6	101	97	97	-6	90
Cc1n[nH]c(C)c1N1C(=O)c2cccc3c(Br)ccc(c23)C1=O	2	102	-3	99	97	97	-6	99
Cc1nnc2ccc(-c3cccc(NS(=O)(=O)c4ccccc4[N+](=O)[O-])c3)nn12	6	89	-12	97	100	93	-5	101
COc1ccc(OC)c(C(=O)CSc2nc3ncccc3[nH]2)c1	0	98	-1	101	104	106	2	101
CSc1ccc(CCNC(=O)c2ccc(CS(=O)Cc3ccccc3Cl)o2)cc1 (stereo not drawn)	0	104	0	105	103	103	-3	103
OC1CCN(c2c3c(nc4cc(-c5ccc(Cl)cc5)nn24)CCC3)CC1	3	97	33	108	89	96	-2	105

Three compounds from above, sorted by length of the SMILES, falling.
SMILES	GRK2 inh	LAP4 TOR yeast	VLA-4 inh	AGP1 TOR yeast	MEP2-GFP yeast	RPL19A-GFP yeast	JMJD2C inh	CIT2 TOR yeast
Cc1ccccc1N1CCN(c2ncnc3scc(-c4cccs4)c23)CC1	1	95	-2	101	96	101	-6	94
CCCn1c(NC(=S)Nc2ccccc2)nc2ccccc21	0	101	-3	99	101	105	-11	102
CC1CC(C)(C)NC(C)c2ccccc21 (stereo not drawn)	0	97	9	102	99	100	0	95

Following part
SMILES	GRK2 inh	LAP4 TOR yeast	VLA-4 inh	AGP1 TOR yeast	MEP2-GFP yeast	RPL19A-GFP yeast	JMJD2C inh	CIT2 TOR yeast
C=CCC[C@H](Cc1ccc(F)cc1)C(=O)OC[C@@H](Cc1c[nH]c2ccccc12)NC(=O)[C@H](CC=C)CC(=O)N[C@H](CO)Cc1ccccc1	0	93	-10	98	99	97	6	105
Cc1cccc(N2CCN(C(=S)c3ccc([N+](=O)[O-])cc3)CC2)c1	0	102	27	116	113	109	1	120
Cc1ccc(-c2noc(CCC(=O)Nc3ccc4c(c3)OCO4)n2)cc1	1	99	-1	103	99	101	-2	104
N#CC(C#N)=C1CCc2ccccc2N1	0	100	5	101	104	101	2	95
COc1ccc(/C=N/NC(=O)CC(=O)N/N=C/c2ccc(OC)cc2)cc1	1	94	-1	101	102	104	4	106
CCC(C)(C)NC(=O)C(c1ccc(C)cc1)N(Cc1cccs1)C(=O)c1ccc2c(c1)OCCO2 (stereo not drawn)	0	104	5	97	105	96	19	98
CCN(CC)CCCNC(=O)c1nn(-c2cccc(OC)c2)c(=O)c2ccccc12	0	100	14	107	91	99	-2	99
COc1ccc(C2C(C(=O)NCc3ccccc3)=C(C)Nc3ncnn32)cc1OC (stereo not drawn)	0	60[may fluoresce violet]	-4	?	200*[may fluoresce violet]	65[may fluoresce violet]	-1	?
COc1ccc(/C=C(\NC(=O)c2ccccc2)C(=O)N/N=C/c2ccncc2)cc1	0	103	5	103	109	100	2	104
CN1CCOC(=O)/C1=N/Nc1cc(Cl)ccc1Cl	57*	96	2	96	95	89	15	95
CCOc1ccccc1C1CC(=O)Nc2cc(OC)c(OC)cc21 (stereo not drawn)	1	103	9	108	113	108	-6	103
Cc1c2c(nc3ccccc13)CCC(C(C)(C)C)C2 (stereo not drawn)	0	92	6	93	108	108	11	93
Cc1nc(N2CCN(Cc3ccccc3)CC2)nc2c1C(=O)CC(c1ccco1)C2 (stereo not drawn)	0	98	-15	102	99	99	.	109
O=C(CP(=O)(c1ccccc1)c1ccccc1)Nc1nc2ccccc2s1	1	124	-3	124	105	98	-25	111
COc1ccc(N2CCN(C3=CC(=O)N(c4cccc(Cl)c4)C3=O)CC2)cc1	2	98	-4	99	99	95	4	94
Cn1c(NCc2ccccc2Cl)nc2ccccc21	6	97	23	105	105	106	3	106
COC(=O)C1C(C(=O)OC)C1(c1ccccc1)c1ccccc1 (stereo not drawn)	0	94	20	112	96	99	24	110
Cn1c(=O)c2c(-c3ccccc3)n(Cc3cccnc3)cc2n(C)c1=O	0	101	6	97	106	104	-2	102
COc1ccccc1-n1c(SCC(=O)O)nnc1-c1ccc(S(=O)(=O)N2CCCCC2)cc1	0	92	7	.	97	90	8	87
CCCN(CCC)C(=O)c1c(NC(=O)CC)sc2c1CCCCC2	1	95	6	94	97	100	0	96
CC1(C)C(=O)OC(/C=C\c2cccc([N+](=O)[O-])c2)C(C)(C)C1=O (stereo not drawn)	0	102	13	99	92	99	7	96
Cc1cccc(C)c1NC(=O)CN1CCN(C(=O)CNC(=O)c2ccc(N3CCCC3=O)cc2)CC1	0	90	10	88	92	90	-3	87
COc1ccc(-c2nc3ccccn3c2/N=C/c2ccc(OC)c(OC)c2)cc1O	0	88	-1	99	101	108	-4	109
Oc1ccccc1-c1nc(NCc2ccccc2)c2ccccc2n1	3	94	14	96	105	102	1	103
CCCCN(C)CCCNC(=O)c1cccc(N2CCCC2=O)c1	0	95	9	96	101	95	17	97

(more compounds)
SMILES	GRK2 inh	LAP4 TOR yeast	VLA-4 inh	AGP1 TOR yeast	MEP2-GFP yeast	RPL19A-GFP yeast	JMJD2C inh	CIT2 TOR yeast
O=S(=O)(NCC1(N2CCOCC2)CCCCC1)c1ccc(Cl)cc1C(F)(F)F	1	94	-1	92	99	81	21	103
Cc1cccc(CSc2ncnc3nc[nH]c23)c1	1	94	19	97	93	99	-7	102
O=C(Nc1cccc(Br)c1)c1ccc2nc(N3C(=O)CCC3=O)sc2c1	0	95	-25	102	100	97	-8	94
O=C(Nc1ccccc1N1CCOCC1)c1cccc(F)c1	0	108	0	101	117	100	0	106
COc1ccc2nc(SCC(=O)NCc3ccc(S(N)(=O)=O)cc3)[nH]c2c1	0	106	2	102	96	97	1	94
Cc1cc(C)nc(SCC(=O)c2ccc(Cl)cc2)n1	0	91	12	92	85	90	1	91
CC(C)(C)NC(=O)CSc1nnc(SCC(=O)NC(C)(C)C)s1	0	94	-5	102	107	101	-2	112
CC(=O)C[C@H](O)CC(=O)[C@H]1OC(=O)[C@@H](C)CCCCc2ccccc21	0	98	16	97	98	103	27	103

From PubChem

The order is random; overall some 1.7% were active at least once.
